B2AR arrestin – beta2AR (human) beta-arrestin recruitment activity; P07550; beta-arrestin recruitment to beta2AR, cell-based reporter; Potency, µM (doses to about 46.1 µM), without a hit: at the highest dose activation, usual class: activators; 0.02% of 330,000 active;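 further: potency means the concentration at half of the fitted maximal effect; 0% = DMSO controls and full agonism = EC100 isoproterenol or metaproterenol; nearly all actives have a fitted effect of over 65% in size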
Target sequence (P07550 whole entry, looked up): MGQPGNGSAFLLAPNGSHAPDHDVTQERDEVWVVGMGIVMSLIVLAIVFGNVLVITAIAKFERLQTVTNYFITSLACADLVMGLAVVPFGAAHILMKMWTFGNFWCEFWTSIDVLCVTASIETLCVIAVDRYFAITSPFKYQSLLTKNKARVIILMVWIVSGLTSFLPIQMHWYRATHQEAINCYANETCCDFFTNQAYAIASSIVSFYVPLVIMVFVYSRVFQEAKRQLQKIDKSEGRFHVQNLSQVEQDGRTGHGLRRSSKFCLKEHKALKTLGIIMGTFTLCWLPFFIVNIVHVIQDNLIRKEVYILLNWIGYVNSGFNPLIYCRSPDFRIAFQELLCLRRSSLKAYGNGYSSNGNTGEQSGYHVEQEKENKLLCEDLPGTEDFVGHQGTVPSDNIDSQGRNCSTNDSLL
TRPV1 ag – activates the human vanilloid receptor TRPV1 | Q8NER1 | TRPV1-expressing cells, Fluo-8 calcium influx, agonist mode | activation, % at 8.33 µM | 0.19% of 320,000 active | AID 540275; in the data active means activation above about 80%; inconclusive means between about 30% and that limit; further: 0% is about no effect
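TRPV1-expressing cells were cultured overnight at 35.5C and loaded with Fluo-8 calcium dye for 40 to 90 min at room temperature. After a 10 s baseline, compound was added and calcium influx was read kinetically for 3 min (ex 480/em 520 nm).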
ELG1 genotoxic – inducers of genotoxicity in HEK293T ELG1-luciferase cells; AID 504466; HEK293T ELG1-luciferase reporter, luminescence, 16 h; Potency, µM (doses to about 46 µM), inactives show at the highest dose activity change, positive = activation, actives largely listed as activators; 1.3% of 330,000 active; further: potency means the concentration at half of the fitted maximal effect; % of control where 0% means no effect; nearly all actives have a fitted effect of over 60% in size
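Luminescence read-out: rising ELG1-luciferase signal, reflecting elevated ELG1 protein under genetic stress, flags genotoxic compounds. Cells were treated for 16 hr at 37 °C before ONE-Glo detection.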
USP2a inh – blocks human ubiquitin-specific protease USP2a | USP2 core, Ub-CHOP2 coupled fluorogenic reporter, 485/531 | 0.01% of 330,000 active | O75604 | Potency, µM (top dose mostly 38.3 µM), inactives show at the highest dose activity change, negative = inhibition, usual class: inhibitors;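 further: potency means the concentration at half of the fitted maximal effect; plate controls were DMSO wells for no effect and full inhibition by NEM control for full effect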
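Deubiquitinase activity read as fluorescence (485/531 nm) after Ub-CHOP2 cleavage activates the enterokinase reporter on its substrate; USP2 core 10nM, Ub-CHOP2 and substrate 25nM each, 30min compound preincubation then 60min RT; data normalized to NEM, curves fitted.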
uPA surface inh – blocks generation of uPA at the cell surface | cell surface uPA generation assay, qHTS | Potency, µM (titrated, usually from 38.3 µM), for inactives: at the top dose activity change, negative = inhibition, most hits filed as inhibitors | 0.31% of 330,000 active | AID 540303; active means well fitted inhibition curve with a large enough effect; inconclusive means small, poorly fitted or top-dose-only effect; inactive means no such curve, though single readings can be large or run the other way; tested in mouse RAW 264.7 cells; further: potency means the concentration at half of the fitted maximal effect; on the % scale 0 is the no-effect control and ±100 the full control effect; nearly all actives have a fitted effect of over 55% in size
ASM inhibitor – blocks human secretory acid sphingomyelinase; P17405; 0.006% of 340,000 active; placental ASM, HMU-PC fluorogenic substrate, 60 min; Potency, µM (titrated, usually from 57.5 µM), inactives show top-dose activity change, negative = inhibition, actives largely listed as inhibitors; AID 504937; further: potency means the concentration at half of the fitted maximal effect
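Human placenta-derived ASM preincubated with compound 10 min at room temperature, then reacted with 9 uM (final) fluorogenic HMU-PC substrate for 60 min at 37 C. Stop solution raises pH to 10; fluorescence read at Ex 386/Em 447 nm.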
Eya2 phos inh – blocks the phosphatase activity of human Eya2; recombinant Eya2, OMFP fluorescence dephosphorylation (OMFP is methylfluorescein phosphate); Potency, µM (highest dose often 76.9 µM), for the others: at the highest dose activity, negative = inhibition, most hits filed as inhibitors; 0.006% of 330,000 active; AID 488837; further: potency means the concentration at half of the fitted maximal effect; on the % scale 0 is the no-effect control and ±100 the full control effect
Target sequence (O00167 whole entry, looked up): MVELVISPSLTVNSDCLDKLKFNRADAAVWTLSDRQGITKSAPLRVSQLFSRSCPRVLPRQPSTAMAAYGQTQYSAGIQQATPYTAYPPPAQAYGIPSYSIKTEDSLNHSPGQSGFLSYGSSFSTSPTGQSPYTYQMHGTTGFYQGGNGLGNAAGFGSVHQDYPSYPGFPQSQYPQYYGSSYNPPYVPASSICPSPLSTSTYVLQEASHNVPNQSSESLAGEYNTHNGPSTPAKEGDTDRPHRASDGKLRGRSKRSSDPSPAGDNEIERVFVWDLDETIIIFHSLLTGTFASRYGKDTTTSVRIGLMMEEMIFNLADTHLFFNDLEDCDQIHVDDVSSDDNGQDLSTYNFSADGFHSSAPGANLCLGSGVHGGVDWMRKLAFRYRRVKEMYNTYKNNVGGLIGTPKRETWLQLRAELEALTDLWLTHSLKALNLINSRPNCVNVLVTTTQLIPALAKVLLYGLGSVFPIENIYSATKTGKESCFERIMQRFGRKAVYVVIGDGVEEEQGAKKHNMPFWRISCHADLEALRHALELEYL
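Eya2 (0.2 uM) preincubated 10 min at ambient with compound, then OMFP substrate added at 50 uM; 10 min reaction in 50 mM HEPES pH 7.5, 50 mM NaCl, 5 uM MgCl2, 0.05% BSA, 1 mM DTT. Fluorescence read at Ex 485/Em 525 nm.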
a7 integrin act – activates integrin-mediated alleviation for muscular dystrophy; alpha7betagal myoblasts, beta-gal FDG fluorescence, 48 h; 0.064% of 350,000 active; Potency, µM (titrated, usually from 38.3 µM), without a hit: top-dose activation, actives largely listed as activators; AID 624291;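 further: potency means the concentration at half of the fitted maximal effect; 100% = response of the positive control SU9516; nearly all actives have a fitted effect of over 60% in size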
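alpha7betagal+/- myoblasts (passage 13, 250/well) treated 48 h at 37C with compounds at 1:260 dilution of DMSO stock. Lysed, then beta-galactosidase activity read as FDG fluorescence (ex 480/em 540) after 30 min, with pre-read for autofluorescence.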
PTAP TSG101 blk – blocks PTAP/TSG101 interaction to inhibit HIV-1 budding. Fluorescence polarization, FITC-PTAP peptide / Tsg101 binding. Potency, µM (titrated, usually from 115 µM), inactives show top-dose activity change, negative = inhibition, usual class: inhibitors. 340,000 tested, under 10 active; active means well fitted inhibition curve with a large enough effect in the main read-out, with a control signal flat, not every such curve was filed as active; inconclusive means small, poorly fitted or top-dose-only effect, or effect the other way, or a change in a side signal; inactive means no such curve, though single readings can be large or run the other way; further: potency means the concentration at half of the fitted maximal effect; % of control where 0% means no effect
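Fluorescence anisotropy tracks displacement of a FITC-tagged PTAP peptide (50 nM) from the Tsg101 binding domain (10 uM), following a 20 min room-temperature incubation at pH 7.5.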
BRCA1 expr act – increases BRCA1 expression | MCF7-BRCA1-FFLuc reporter, luminescence, 48 h; response scale: scaled: vehicle 0%, 10 µM genistein 100% | 1.1% of 380,000 active | Potency, µM (series often up to 46.1 µM), inactives show top-dose activation, actives largely listed as activators; further: potency means the concentration at half of the fitted maximal effect; nearly all actives have a fitted effect of over 80% in size; some results filed as inactive show a strong effect at the top dose
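Cells: MCF7-BRCA1-FFLuc, 2000/well. Exposure: 48 h, 37 °C, 5% CO2. Read: luminescence, 15 min post-substrate. Controls: genistein 10 microM (maximal activation), DMSO (neutral).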
p53 reactivation – mutant p53 re-activation in reporter cells | H1299 p53-A138V BP100-luciferase reporter, luminescence, 24 h | Potency, µM (highest dose often 92.2 µM), without a hit: top-dose activity change, positive = activation, usual class: activators | 0.063% of 320,000 active; further: potency means the concentration at half of the fitted maximal effect; % of control where 0% means no effect; nearly all actives have a fitted effect of over 45% in size
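p53-null H1299 cells stably carrying temperature-sensitive p53-A138V and a BP100-luciferase reporter were pinned with compounds (4-point, 1:5 series) and held 24 hrs at 37 deg C. Luminescence was read 10 min after detection reagent.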
The depositor's hits bear a star; [ ] = another dose, or the depositor's remark. Unless noted, the call rests on the fitted dose curve; in most records, active means well fitted curve in the direction sought with a large enough effect; inconclusive means small, poorly fitted or top-dose-only effect, or another doubt; inactive means no such curve, though single readings can be large; an effect the other way counts as inactive or inconclusive.

Results for CC1(C)CC[C@]2(C(=O)O)CC[C@]3(C)C(=CCC4[C@@]5(C)CC[C@H](O)C(C)(C)C5CC[C@]43C)C2C1 (some centres undefined) ?
B2AR arrestin: -0.7%; TRPV1 ag: -4.8; ELG1 genotoxic: -1.3%; USP2a inh: 1.0%; uPA surface inh: 5.6%; ASM inhibitor: -2.7%; Eya2 phos inh: 4.7%; a7 integrin act: 28.3%; PTAP TSG101 blk: -3.2%; BRCA1 expr act: -3.1%; p53 reactivation: 11.5%

How did Cc1cc(=O)c2ccccc2[nH]1 do in these assays?
B2AR arrestin: -0.2%; TRPV1 ag: -0.9; ELG1 genotoxic: 0.8%; USP2a inh: -1.3%; uPA surface inh: -7.6%; ASM inhibitor: 8.3%; Eya2 phos inh: 1.1%; a7 integrin act: 25.5%; PTAP TSG101 blk: -9.2%; BRCA1 expr act: -0.3%; p53 reactivation: 2.8%

What do the screens show for `CS(=O)(=O)c1ccc(-c2nnn(CC(=O)Nc3ccc4c(c3)OCCO4)n2)cc1`?
B2AR arrestin: -0.9%; TRPV1 ag: 1.2; ELG1 genotoxic: inconclusive; USP2a inh: -0.7%; uPA surface inh: -8.5%; ASM inhibitor: 1.2%; Eya2 phos inh: 1.9%; a7 integrin act: -7.2%; PTAP TSG101 blk: -0.5%; BRCA1 expr act: -1.8%; p53 reactivation: 14.0%

What do the screens show for `Cc1cccc(-n2c(=O)c(C#N)cc3c(=O)n4ccccc4nc32)c1`?
B2AR arrestin: 0.2%; TRPV1 ag: -4.3; ELG1 genotoxic: 3.1%; USP2a inh: -1.8%; uPA surface inh: -2.9%; ASM inhibitor: inactive; Eya2 phos inh: -1.5%; a7 integrin act: -5.8%; PTAP TSG101 blk: -0.4%; BRCA1 expr act: -5.2%; p53 reactivation: 2.5%

What do the screens show for `COc1ccc(S(=O)(=O)/C(C#N)=C/Nc2ccccc2F)cc1`?
B2AR arrestin: -0.2%; TRPV1 ag: 27.1; ELG1 genotoxic: -2.5%; USP2a inh: -2.1%; uPA surface inh: -13.6%; ASM inhibitor: 2.5%; Eya2 phos inh: -0.1%; a7 integrin act: inconclusive; PTAP TSG101 blk: -2.4%; BRCA1 expr act: -14.3%; p53 reactivation: -4.3%

What do the screens show for `COc1ccc(S(=O)(=O)N2CCN(C/C=C/c3ccccc3)CC2)cc1F`?
B2AR arrestin: -1.1%; TRPV1 ag: 0.3; ELG1 genotoxic: -8.2%; USP2a inh: -12.3%; uPA surface inh: -0.4%; ASM inhibitor: 2.0%; Eya2 phos inh: 10.6%; a7 integrin act: inconclusive; PTAP TSG101 blk: 0.6%; BRCA1 expr act: -28.0%; p53 reactivation: 2.2%

Results for CCOc1ccc(CCNS(=O)(=O)c2c(C)nc3scc(C)n3c2=O)cc1OCC ?
B2AR arrestin: -0.1%; TRPV1 ag: 15.0; ELG1 genotoxic: 0.4%; USP2a inh: -4.6%; uPA surface inh: -6.8%; ASM inhibitor: 0.9%; Eya2 phos inh: -5.8%; a7 integrin act: 18.2%; PTAP TSG101 blk: -4.7%; BRCA1 expr act: -14.3%; p53 reactivation: -5.5%

Results for O=C(Nc1nnc(SCC(=O)N2CCCCC2)s1)c1cccs1 ?
B2AR arrestin: 0.3%; TRPV1 ag: -3.1; ELG1 genotoxic: 2.3%; USP2a inh: -2.1%; uPA surface inh: 2.1%; ASM inhibitor: -3.5%; Eya2 phos inh: 5.2%; a7 integrin act: -12.3%; PTAP TSG101 blk: -6.2%; BRCA1 expr act: 32.5%; p53 reactivation: inconclusive

Results for COc1ccccc1CNCc1cc(OC)c(OC)c(OC)c1 ?
B2AR arrestin: -0.1%; TRPV1 ag: -4.1; ELG1 genotoxic: -4.2%; USP2a inh: 6.3%; uPA surface inh: -0.2%; ASM inhibitor: 1.5%; Eya2 phos inh: -25.1%; a7 integrin act: -10.5%; PTAP TSG101 blk: -7.1%; BRCA1 expr act: -11.6%; p53 reactivation: 2.5%

How did COC(=O)[C@H](Cc1ccccc1)NC(=O)NCCc1ccc(S(N)(=O)=O)cc1 do in these assays?
B2AR arrestin: -1.1%; TRPV1 ag: 0.6; ELG1 genotoxic: 0.0%; USP2a inh: 5.1%; uPA surface inh: 2.3%; ASM inhibitor: 2.6%; Eya2 phos inh: -12.9%; a7 integrin act: 3.0%; PTAP TSG101 blk: -2.3%; BRCA1 expr act: 0.3%; p53 reactivation: -0.7%

Results for CCc1ccccc1Nc1nc2ccccc2[nH]1 ?
uPA surface inh: inconclusive; ASM inhibitor: 1.4%; a7 integrin act: -16.3%; PTAP TSG101 blk: -1.2%; BRCA1 expr act: -22.6%

How did Cc1nnc(SCc2cccc3ccccc23)s1 do in these assays?
B2AR arrestin: -0.6%; TRPV1 ag: 14.5; ELG1 genotoxic: inconclusive; USP2a inh: 4.5%; uPA surface inh: -11.3%; ASM inhibitor: 0.7%; Eya2 phos inh: 5.7%; a7 integrin act: -6.4%; PTAP TSG101 blk: -1.5%; BRCA1 expr act: 1.26µM*; p53 reactivation: 1.8%

How did Cc1cc(S(=O)(=O)NC2CCCCC2)c(C)s1 do in these assays?
B2AR arrestin: 0.4%; TRPV1 ag: -2.7; ELG1 genotoxic: 2.7%; USP2a inh: 0.1%; uPA surface inh: 6.6%; ASM inhibitor: 0.7%; Eya2 phos inh: -1.3%; a7 integrin act: 38.7%; PTAP TSG101 blk: -0.4%; BRCA1 expr act: 6.6%; p53 reactivation: 2.0%

How did COc1ccc(/C=N/NC(=O)c2cccc(COCC(F)(F)C(F)F)c2)cc1 do in these assays?
B2AR arrestin: -0.6%; TRPV1 ag: 14.8; ELG1 genotoxic: -0.4%; USP2a inh: 1.7%; uPA surface inh: -2.3%; ASM inhibitor: -7.1%; Eya2 phos inh: -4.7%; a7 integrin act: 1.9%; PTAP TSG101 blk: -3.6%; BRCA1 expr act: 15.6%; p53 reactivation: -1.0%

Results for Cc1cccc(N(C)C(=O)c2coc(=O)c3ccccc23)c1 ?
B2AR arrestin: -1.6%; TRPV1 ag: 0.0; ELG1 genotoxic: -3.1%; USP2a inh: -0.5%; uPA surface inh: 2.9%; ASM inhibitor: 3.1%; Eya2 phos inh: -6.3%; a7 integrin act: 1.1%; PTAP TSG101 blk: -0.5%; BRCA1 expr act: -5.9%; p53 reactivation: 15.5%

How did C/C(=N\NC(=O)c1ccco1)c1ccc(NC(=O)c2ccccc2)cc1 do in these assays?
B2AR arrestin: 0.2%; TRPV1 ag: -0.4; ELG1 genotoxic: 20.1%; USP2a inh: 1.0%; uPA surface inh: 0.8%; ASM inhibitor: 16.3%; Eya2 phos inh: -3.9%; a7 integrin act: 4.2%; PTAP TSG101 blk: -0.1%; BRCA1 expr act: 85.8%; p53 reactivation: 6.0%

Results for O=C(Nc1ccc(O)c2c(=O)cc(-c3ccccc3Cl)oc12)c1ccc(Cl)c(Cl)c1 ?
B2AR arrestin: -0.3%; TRPV1 ag: 0.0; ELG1 genotoxic: 1.8%; USP2a inh: 1.7%; uPA surface inh: -7.1%; ASM inhibitor: 3.8%; Eya2 phos inh: 0.4%; a7 integrin act: -21.9%; PTAP TSG101 blk: -0.1%; BRCA1 expr act: 3.6%; p53 reactivation: 2.4%

How did O=C(NCc1ccc(F)cc1)C1CCCN(C(=O)Nc2ccc(F)cc2)C1 (centres undefined) do in these assays?
B2AR arrestin: 0.2%; TRPV1 ag: 26.3; ELG1 genotoxic: -0.2%; USP2a inh: -0.9%; uPA surface inh: 0.9%; ASM inhibitor: -14.4%; Eya2 phos inh: 6.5%; a7 integrin act: -53.9%[inhibitor]; PTAP TSG101 blk: 2.1%; BRCA1 expr act: 2.7%; p53 reactivation: -8.6%

What do the screens show for `CN(C)c1ccc(C=Cc2cnccn2)cc1`?
uPA surface inh: -13.5%; ASM inhibitor: 112.5%[activator]; a7 integrin act: -19.4%; PTAP TSG101 blk: -4.8%; BRCA1 expr act: inconclusive

What do the screens show for `CCOC(=O)N1CCC(Nc2c(NCCCN(CC)c3cccc(C)c3)c(=O)c2=O)CC1`?
B2AR arrestin: -0.3%; TRPV1 ag: -1.6; ELG1 genotoxic: -7.6%; USP2a inh: -1.8%; uPA surface inh: 14.3%; ASM inhibitor: -3.3%; Eya2 phos inh: -1.5%; a7 integrin act: -0.7%; PTAP TSG101 blk: -8.7%; BRCA1 expr act: -9.4%; p53 reactivation: 11.0%

Results for CCOC(=O)c1c(NC(=O)Cc2cccs2)sc(C(=O)NC2CCCCC2)c1C ?
B2AR arrestin: 0.2%; TRPV1 ag: 11.5; ELG1 genotoxic: 7.1%; USP2a inh: 0.6%; uPA surface inh: -2.0%; ASM inhibitor: -0.5%; Eya2 phos inh: 1.2%; a7 integrin act: -6.7%; PTAP TSG101 blk: -2.4%; BRCA1 expr act: 15.9%; p53 reactivation: -2.0%

Screens as filed in PubChem.
